PAFAH2 inh – inhibitors of human PAFAH2. recombinant PAFAH2, FP-rhodamine activity probe, fluorescence polarization. inhibition, % at 3.39 µM. 340,000 compounds, 0.99% hits. AID 492956;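 active means inhibition above the mean over all tested compounds plus 3 SD, cut at about 30% in these data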;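 further: inhibitors block probe labeling of enzyme so polarization drops; 0% = enzyme with DMSO and 100% = wells lacking PAFAH2 protein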
PAD4 inh – inhibitors of human PAD4; Q9UM07; recombinant PAD4, RCA probe fluorescence polarization; inhibition, % at 6.36 µM; 330,000 compounds, 0.41% hits; AID 485272;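 active means percent inhibition above a cutoff equal to the mean of all tested compounds plus 3 SD, cut at about 15% in these data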;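 further: 0% = PAD4 with RCA probe and DMSO and 100% = probe without PAD4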
Target sequence (Q9UM07 whole entry, looked up): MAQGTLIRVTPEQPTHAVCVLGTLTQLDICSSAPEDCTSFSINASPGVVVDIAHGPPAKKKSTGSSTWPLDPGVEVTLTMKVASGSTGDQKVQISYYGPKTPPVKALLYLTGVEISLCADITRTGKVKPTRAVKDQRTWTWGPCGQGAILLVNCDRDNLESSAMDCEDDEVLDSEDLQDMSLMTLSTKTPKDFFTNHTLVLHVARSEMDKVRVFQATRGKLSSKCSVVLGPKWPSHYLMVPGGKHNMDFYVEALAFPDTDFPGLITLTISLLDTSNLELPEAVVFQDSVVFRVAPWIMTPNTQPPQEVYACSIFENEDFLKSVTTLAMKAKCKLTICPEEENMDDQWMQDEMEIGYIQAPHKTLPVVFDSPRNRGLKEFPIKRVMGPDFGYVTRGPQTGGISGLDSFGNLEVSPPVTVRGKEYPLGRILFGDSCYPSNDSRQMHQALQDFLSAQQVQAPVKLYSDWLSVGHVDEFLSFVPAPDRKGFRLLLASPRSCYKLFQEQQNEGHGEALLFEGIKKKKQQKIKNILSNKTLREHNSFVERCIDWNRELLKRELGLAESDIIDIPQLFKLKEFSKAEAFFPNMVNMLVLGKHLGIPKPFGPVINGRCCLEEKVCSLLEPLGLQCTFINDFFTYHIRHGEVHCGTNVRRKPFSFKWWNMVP
PME-1 primary – blocks human protein phosphatase methylesterase 1 | recombinant PME-1, FP-Rh probe fluorescence polarization | inhibition, % at 5.9 µM | 320,000 compounds, 0.53% hits;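 active means inhibition above the campaign mean of all compounds plus 3 SD, cut at about 26% in these data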;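 further: competitive labeling of PME-1 active site by serine hydrolase directed probe; 0% = PME-1 with DMSO and 100% = wells lacking PME-1 enzyme; inhibitors block probe labeling so polarization falls and inhibition rises; many of its hits are not listed in these tables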
PAFAH1B2 FP inh – blocks human PAF acetylhydrolase 1b catalytic subunit 2; P68402; recombinant PAFAH1B2, FP-rhodamine activity probe, fluorescence polarization; inhibition, % at 3.39 µM; 340,000 compounds, 1.2% hits; AID 492953;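 active means inhibition above the mean of all tested compounds plus 3 SD, cut at about 24% in these data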;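 further: 0% = enzyme with DMSO and 100% = wells lacking PAFAH1B2; many of its hits are not listed in these tables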
pPAFAH FP inh – inhibitors of human plasma PAF acetylhydrolase (pPAFAH); Q13093; recombinant pPAFAH, FP-rhodamine probe fluorescence polarization; inhibition, % at 3.39 µM; 330,000 compounds, 1.5% hits; AID 463082;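 active means inhibition above the mean inhibition across the screen plus 3 SD, cut at about 25% in these data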;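 further: inhibitors block binding of the rhodamine activity-based probe so polarization drops; 0% = enzyme with DMSO and 100% = wells lacking pPAFAH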
LYPLA1 counter – blocks human lysophospholipase 1, a PME1 counter-screen; recombinant LYPLA1, FP-Rh probe fluorescence polarization; O75608; inhibition, % at 5.9 µM; AID 2174; 320,000 compounds, 0.16% hits;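 active means inhibition above the mean of all tested compounds plus 3 SD, set per campaign, cut at about 14% in these data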;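 further: inhibitors block serine hydrolase probe labeling of LYPLA1 so polarization falls; 0% = enzyme with DMSO and 100% = wells lacking LYPLA1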
Target sequence (O75608 whole entry, looked up): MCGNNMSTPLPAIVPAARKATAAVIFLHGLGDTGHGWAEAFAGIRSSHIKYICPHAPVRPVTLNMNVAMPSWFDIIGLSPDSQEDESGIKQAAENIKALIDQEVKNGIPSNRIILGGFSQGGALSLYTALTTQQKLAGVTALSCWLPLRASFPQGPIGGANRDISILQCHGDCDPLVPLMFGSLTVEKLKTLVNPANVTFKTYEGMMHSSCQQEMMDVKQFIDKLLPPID
GSTO1 counter – blocks human GSTO1 in RBBP9 counter-screen; P78417; recombinant GSTO1, activity-based probe fluorescence polarization; inhibition, % at 5.96 µM; 300,000 compounds, 1.1% hits; AID 1974;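 active means inhibition above the campaign mean inhibition plus 3 SD, cut at about 35% in these data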;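 further: 0% = GSTO1-1 with DMSO and 100% = wells lacking GSTO1-1 enzyme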
Fam108B inh – counter-screen for RBBP9 inhibitors: inhibitors of mouse Fam108B; recombinant Fam108B, FP-Rh probe fluorescence polarization; 300,000 compounds, 0.33% hits; inhibition, % at 9.51 µM; AID 1947;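 active means inhibition above the screen mean inhibition plus 3 SD, computed separately per campaign, cut at about 18% in these data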;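 further: inhibitors lower polarization as less probe binds the enzyme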
PAFAH1B3 FP inh – inhibitors of human PAFAH1B3; Q15102; recombinant PAFAH1B3, FP-rhodamine probe, fluorescence polarization; inhibition, % at 3.39 µM; 340,000 compounds, 0.28% hits;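 active means inhibition above the screen-wide average of all tested compounds plus 3 SD, cut at about 25% in these data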;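 further: 0% = enzyme with DMSO only and 100% = wells lacking PAFAH1B3 protein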
Active calls of the source: *. Only part of the results is shown. The share of hits here may be higher or lower than overall.

How did COc1cccc(NC(=S)N(Cc2ccc(C)cc2)Cc2ccccn2)c1 do in these assays?
PAFAH2 inh: 4; PAD4 inh: 1; PME-1 primary: 1; PAFAH1B2 FP inh: 1; pPAFAH FP inh: -4; LYPLA1 counter: -4; GSTO1 counter: 8; Fam108B inh: -2; PAFAH1B3 FP inh: 6

What do the screens show for `CC(C)Oc1cccc(-c2cc(C(=O)N3CCN(c4ncccn4)CC3)c3ccccc3n2)c1`?
PAFAH2 inh: 3; PAD4 inh: 1; PME-1 primary: -2; PAFAH1B2 FP inh: -4; pPAFAH FP inh: 5; LYPLA1 counter: -1; GSTO1 counter: -11; Fam108B inh: 3; PAFAH1B3 FP inh: 2

Results for CCOC(=O)c1nn(-c2ccccc2)c2nnc(Cc3ccccc3)c(=O)n12 ?
PAFAH2 inh: 3; PAD4 inh: -1; PME-1 primary: 1; PAFAH1B2 FP inh: 3; pPAFAH FP inh: 2; LYPLA1 counter: 1; GSTO1 counter: 1; Fam108B inh: 1; PAFAH1B3 FP inh: 4

What do the screens show for `Cc1ccc(NC(=S)NCCc2ccc(F)cc2)c(C)c1`?
PAFAH2 inh: -10; PAD4 inh: -1; PME-1 primary: 6; PAFAH1B2 FP inh: 2; pPAFAH FP inh: 6; LYPLA1 counter: 4; GSTO1 counter: 7; Fam108B inh: 0; PAFAH1B3 FP inh: 13

Results for COc1ccc(NC(=S)NNc2ccc(S(=O)(=O)Nc3ccccc3C(=O)O)cc2[N+](=O)[O-])cc1 ?
PAFAH2 inh: 64*; PAD4 inh: 9; PME-1 primary: 50*; PAFAH1B2 FP inh: 16; pPAFAH FP inh: 58*; LYPLA1 counter: 4; GSTO1 counter: 67*; Fam108B inh: 52*; PAFAH1B3 FP inh: 27*

What do the screens show for `Cc1ccc(CCNc2ccccc2)c[n+]1[O-]`?
PAFAH2 inh: -18; PAD4 inh: -18; PME-1 primary: -15; PAFAH1B2 FP inh: -2; pPAFAH FP inh: 0; LYPLA1 counter: -8; GSTO1 counter: 0; Fam108B inh: -14; PAFAH1B3 FP inh: -1

What do the screens show for `Cc1[nH][nH]c(=O)c1C(c1cc([N+](=O)[O-])ccc1O)c1c(C)[nH][nH]c1=O`?
PAFAH2 inh: -3; PAD4 inh: -14; PME-1 primary: 3; PAFAH1B2 FP inh: 4; pPAFAH FP inh: 6; LYPLA1 counter: -4; GSTO1 counter: 16; Fam108B inh: -8; PAFAH1B3 FP inh: -5

How did CC(=O)Nc1ccc(S(=O)(=O)NCc2nc(-c3cccc(C)c3)no2)cc1 do in these assays?
PAFAH2 inh: -3; PAD4 inh: -3; PME-1 primary: 5; PAFAH1B2 FP inh: 2; pPAFAH FP inh: -3; LYPLA1 counter: -2; GSTO1 counter: 7; Fam108B inh: -5; PAFAH1B3 FP inh: 0

What do the screens show for `C=C[C@](C)(CC[C@@]1(C)C(C)CC(OC2OC(C)C(OC3OC(COC(C)=O)C(O)C(O)C3O)C(O)C2O)[C@@]2(C)C(C)=CCCC12)OC1OC(C)C(O[C@@H]2O[C@@H](C)C(O)C(O)[C@H]2O)C(O)C1O` (some centres undefined)?
PAFAH2 inh: 5; PAD4 inh: -1; PAFAH1B2 FP inh: -3; pPAFAH FP inh: -2; PAFAH1B3 FP inh: 4

What do the screens show for `N#Cc1ccsc1NC(=O)C1CCN(C(=O)c2ccc(Cl)cc2)CC1`?
PAFAH2 inh: 8; PAD4 inh: -5; PME-1 primary: 0; PAFAH1B2 FP inh: 1; pPAFAH FP inh: 1; LYPLA1 counter: 0; GSTO1 counter: -1; Fam108B inh: 1; PAFAH1B3 FP inh: 10

How did COc1ccc(CN2CC(C(=O)NCc3ccccn3)CC2=O)cc1 (centres undefined) do in these assays?
PAFAH2 inh: 6; PAD4 inh: 8; PME-1 primary: -4; PAFAH1B2 FP inh: 3; pPAFAH FP inh: 3; LYPLA1 counter: 0; GSTO1 counter: 13; Fam108B inh: 10; PAFAH1B3 FP inh: 6

What do the screens show for `CCC(C)[C@H](NC(=O)Nc1ccc(S(N)(=O)=O)cc1)C(=O)O` (some centres undefined)?
PAFAH2 inh: 3; PAD4 inh: -1; PME-1 primary: -6; PAFAH1B2 FP inh: 3; pPAFAH FP inh: 7; LYPLA1 counter: -1; GSTO1 counter: 1; Fam108B inh: -4; PAFAH1B3 FP inh: 0

Sorted by SMILES length (rising): part of the list above
What do the screens show for `Cc1ccc(CCNc2ccccc2)c[n+]1[O-]`?
PAFAH2 inh: -18; PAD4 inh: -18; PME-1 primary: -15; PAFAH1B2 FP inh: -2; pPAFAH FP inh: 0; LYPLA1 counter: -8; GSTO1 counter: 0; Fam108B inh: -14; PAFAH1B3 FP inh: -1

How did COc1ccc(CN2CC(C(=O)NCc3ccccn3)CC2=O)cc1 (centres undefined) do in these assays?
PAFAH2 inh: 6; PAD4 inh: 8; PME-1 primary: -4; PAFAH1B2 FP inh: 3; pPAFAH FP inh: 3; LYPLA1 counter: 0; GSTO1 counter: 13; Fam108B inh: 10; PAFAH1B3 FP inh: 6

Results for COc1ccc(NC(=S)NNc2ccc(S(=O)(=O)Nc3ccccc3C(=O)O)cc2[N+](=O)[O-])cc1 ?
PAFAH2 inh: 64*; PAD4 inh: 9; PME-1 primary: 50*; PAFAH1B2 FP inh: 16; pPAFAH FP inh: 58*; LYPLA1 counter: 4; GSTO1 counter: 67*; Fam108B inh: 52*; PAFAH1B3 FP inh: 27*

Next structures
What do the screens show for `CCOc1ccc(/C=C/C(=O)CCC(=O)O)cc1`?
PAFAH2 inh: -6; PAD4 inh: -3; PME-1 primary: 2; PAFAH1B2 FP inh: 2; pPAFAH FP inh: 6; LYPLA1 counter: 0; GSTO1 counter: -9; Fam108B inh: 0; PAFAH1B3 FP inh: 10

What do the screens show for `O=C(O)CC1(CC(=O)Nc2ccc(Oc3cccc(C(F)(F)F)c3)nc2)CCCC1`?
PAD4 inh: 0; PME-1 primary: 3; pPAFAH FP inh: 0; LYPLA1 counter: -1; GSTO1 counter: -3; Fam108B inh: -1

What do the screens show for `CC(=O)N1CCc2cc(C(=O)CN3CCN(c4ccccc4F)CC3)ccc21`?
PAFAH2 inh: -4; PAD4 inh: -1; PME-1 primary: 1; PAFAH1B2 FP inh: -3; pPAFAH FP inh: 6; LYPLA1 counter: 4; GSTO1 counter: 2; Fam108B inh: 3; PAFAH1B3 FP inh: 8

Results for Fc1ccc(-c2nnn(Cc3ccccc3Cl)n2)cc1 ?
PAFAH2 inh: 4; PAD4 inh: -2; PME-1 primary: 0; PAFAH1B2 FP inh: 3; pPAFAH FP inh: 14; LYPLA1 counter: 2; GSTO1 counter: 3; Fam108B inh: -1; PAFAH1B3 FP inh: -1

How did N#Cc1ccc(-c2ccccc2)nc1SCCN1CCOCC1 do in these assays?
PAFAH2 inh: -6; PAD4 inh: 4; PME-1 primary: -2; PAFAH1B2 FP inh: 2; pPAFAH FP inh: 9; LYPLA1 counter: 0; GSTO1 counter: 11; Fam108B inh: 3; PAFAH1B3 FP inh: 3

What do the screens show for `COc1ccc(C2c3ccsc3CCN2C(=O)C(C)(C)C)cc1` (centres undefined)?
PAFAH2 inh: -1; PAD4 inh: 2; PME-1 primary: 2; PAFAH1B2 FP inh: 4; pPAFAH FP inh: 1; LYPLA1 counter: 0; GSTO1 counter: 1; Fam108B inh: 1; PAFAH1B3 FP inh: 5

What do the screens show for `CN(C)CCCNC(=O)C1CCNCC1`?
PAFAH2 inh: -7; PAD4 inh: 1; PME-1 primary: 2; PAFAH1B2 FP inh: 0; pPAFAH FP inh: 2; LYPLA1 counter: -1; GSTO1 counter: 1; Fam108B inh: 2; PAFAH1B3 FP inh: -1

Results for CCOc1ccc(N(CCC#N)S(=O)(=O)c2ccc(OC)cc2)cc1 ?
PAFAH2 inh: 9; PAD4 inh: 1; PME-1 primary: 1; PAFAH1B2 FP inh: 0; pPAFAH FP inh: 2; LYPLA1 counter: -3; GSTO1 counter: 2; Fam108B inh: 3; PAFAH1B3 FP inh: 0

How did O=C(c1ccccc1Cc1ccccc1)N1CCN(S(=O)(=O)c2ccccc2Br)CC1 do in these assays?
PAFAH2 inh: 5; PAD4 inh: -4; PME-1 primary: 3; PAFAH1B2 FP inh: 10; pPAFAH FP inh: 6; LYPLA1 counter: 2; GSTO1 counter: 9; Fam108B inh: -3; PAFAH1B3 FP inh: 2

How did O=C(CCS(=O)(=O)c1cccc2nsnc12)N1CC(=O)N(CCc2ccccc2)C(=O)C1 do in these assays?
PAFAH2 inh: 11; PAD4 inh: -11; PME-1 primary: -7; PAFAH1B2 FP inh: -3; pPAFAH FP inh: -5; LYPLA1 counter: -4; GSTO1 counter: -2; Fam108B inh: -7; PAFAH1B3 FP inh: 6

How did COc1ccc2[nH]c(=O)c(CN(C3CCCCC3)C(c3nnnn3Cc3ccco3)C(C)C)cc2c1 (centres undefined) do in these assays?
PAFAH2 inh: 0; PAD4 inh: -24; PME-1 primary: 1; PAFAH1B2 FP inh: -1; pPAFAH FP inh: 36*; LYPLA1 counter: -17; GSTO1 counter: -11; Fam108B inh: -5; PAFAH1B3 FP inh: -6

What do the screens show for `Cc1ccc(NC(=O)C2CCCN2C(=O)NC2CCCCC2)cc1F` (centres undefined)?
PAFAH2 inh: 1; PAD4 inh: 4; PME-1 primary: 3; PAFAH1B2 FP inh: -5; pPAFAH FP inh: 1; LYPLA1 counter: 7; GSTO1 counter: 5; Fam108B inh: -2; PAFAH1B3 FP inh: 6

How did COc1ccc(N(Cc2ccccc2)S(=O)(=O)c2cccc(C(=O)O)c2)cc1 do in these assays?
PAFAH2 inh: -6; PAD4 inh: -3; PME-1 primary: -11; PAFAH1B2 FP inh: 0; pPAFAH FP inh: -3; LYPLA1 counter: -1; GSTO1 counter: 7; Fam108B inh: 1; PAFAH1B3 FP inh: 1

Results for CCOc1ccc(Cl)cc1S(=O)(=O)N1CCN(c2ccc(F)cc2)CC1 ?
PAFAH2 inh: -15; PAD4 inh: -3; PME-1 primary: 1; PAFAH1B2 FP inh: 1; pPAFAH FP inh: -2; LYPLA1 counter: -2; GSTO1 counter: -2; Fam108B inh: -3; PAFAH1B3 FP inh: -4

How did Cc1cc(CNC(=S)Nc2ccc(S(=O)(=O)Nc3ncccn3)cc2)nn1C do in these assays?
PAFAH2 inh: -2; PAD4 inh: -2; PME-1 primary: 2; PAFAH1B2 FP inh: -2; pPAFAH FP inh: -3; LYPLA1 counter: -1; GSTO1 counter: 3; Fam108B inh: -3; PAFAH1B3 FP inh: -2

What do the screens show for `N=C1CCC(=N)c2c1c(O)c1ccccc1c2O`?
PAFAH2 inh: 69*; PAD4 inh: 43*; PME-1 primary: 64*; PAFAH1B2 FP inh: 39*; pPAFAH FP inh: 64*; LYPLA1 counter: 31*; GSTO1 counter: 77*; Fam108B inh: 39*; PAFAH1B3 FP inh: 44*

Results for O=C(COC(=O)CCCN1C(=O)c2ccccc2C1=O)Nc1ncc(Cl)cc1Cl ?
PAFAH2 inh: 19; PAD4 inh: -8; PME-1 primary: 1; PAFAH1B2 FP inh: 0; pPAFAH FP inh: 4; LYPLA1 counter: 1; GSTO1 counter: 11; Fam108B inh: 6; PAFAH1B3 FP inh: 1

From PubChem BioAssay
